Luc counter: counter-screen: inhibitors of Kinase-Glo firefly luciferase. Kinase-Glo luciferase, ATP luminescence, 8 min. Potency, µM (titrated, usually from 38.3 µM), inactives show at the top dose activity change, negative = inhibition, most hits filed as inhibitors. 200,000 tested, 0.28% active. AID 1379; note: potency is the fitted concentration of half-maximal effect; % is set by controls: 0 for no effect and ±100 for the full control effect; nearly all actives have a fitted effect of over 60% in size
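Compound is pinned into ATP-containing buffer (10 uM ATP, imidazole pH 7.2, 7 mM MgCl2). Kinase-Glo luciferase reagent is then added. Light output is recorded following an 8-min room-temperature incubation.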
LMNA splice mod: changes lamin A minigene splicing in HeLa cells | HeLa LMNA splicing GFP/RFP minigene ratio, 48 h | Potency, µM (top dose mostly 46.1 µM), for inactives: at the highest dose ratio change, negative = inhibition, hits mostly inhibitors | 200,000 tested, 0.01% active; active = well fitted inhibition curve with a large enough effect in the signal ratio, with a control signal flat, not every such curve was filed as active; inconclusive = small, poorly fitted or top-dose-only effect, or effect the other way, or a change in a side signal; the % refers to the signal ratio; note: potency is the fitted concentration of half-maximal effect; % is set by controls: 0 for no effect and ±100 for the full control effect
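Read-out is the ratio of GFP to DsRed2 object intensity, acquired by 488 nm laser-scanning cytometry on HeLa lamin A-EGFP minigene reporter cells. Compound incubation 48 hrs at 37 °C in Opti-MEM with 2% FBS; DMSO 0.5% final.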
HttQ103 aggreg: reduces HttQ103-GFP aggregates in PC12 cells; PC12 HttQ103-GFP aggregates, Acumen cytometry, 40 h; Potency, µM (top dose mostly 46.1 µM), inactives show at the highest dose activity change, negative = inhibition, hits mostly inhibitors; 220,000 tested, 1.1% active; AID 1688; note: potency is the fitted concentration of half-maximal effect; % is set by controls: 0 for no effect and ±100 for the full control effect; nearly all actives have a fitted effect of over 60% in size
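Using laser scanning cytometry, GFP-positive aggregates were counted after lysis of PC12 cells induced with 100 nM tebufenozide to express HTT exon 1 Q103–GFP. Compounds were tested in titration.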
SMN2 splice up: increases expression of the SMN2 splice variant. HEK293 SMN2-luciferase splicing reporter, luminescence, 30-36 h. Potency, µM (doses to about 46.1 µM), without a hit: top-dose activity change, positive = activation, most hits filed as activators. 210,000 tested, 2.8% active. AID 1458; note: potency is the fitted concentration of half-maximal effect; % of control where 0% means no effect; nearly all actives have a fitted effect of over 55% in size
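HEK293 cells carry an SMN2 […]–luciferase reporter in which exon 7 inclusion puts luciferase in frame. Cells were plated 10-12 h before compound addition, then incubated 30-36 h at 37C. ONE-Glo luminescence was read; sodium butyrate at 4.5 mM final served as control.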
CBFb-RUNX1 inh: CBF-beta/RUNX1 interaction disruption; AlphaScreen CBFb-His/RUNX1-biotin binding, biochemical; Potency, µM (series often up to 59.8 µM), for the others: at the highest dose activity, negative = inhibition, usual class: inhibitors; 230,000 tested, under 10 active; Q01196+Q13951; note: % of control where 0% means no effect
Target sequence (Q01196 whole entry, looked up): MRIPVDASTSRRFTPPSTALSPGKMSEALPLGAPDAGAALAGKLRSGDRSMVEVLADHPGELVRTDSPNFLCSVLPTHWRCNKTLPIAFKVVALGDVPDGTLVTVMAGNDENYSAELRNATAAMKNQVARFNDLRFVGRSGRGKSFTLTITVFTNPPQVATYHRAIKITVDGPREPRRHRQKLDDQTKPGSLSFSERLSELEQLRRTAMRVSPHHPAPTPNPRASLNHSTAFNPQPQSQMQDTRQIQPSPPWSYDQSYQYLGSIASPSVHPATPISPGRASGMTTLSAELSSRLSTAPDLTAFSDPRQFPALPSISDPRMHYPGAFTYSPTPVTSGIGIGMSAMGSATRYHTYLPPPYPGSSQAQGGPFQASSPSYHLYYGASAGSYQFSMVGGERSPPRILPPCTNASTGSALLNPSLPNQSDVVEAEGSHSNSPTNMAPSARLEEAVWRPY
Target sequence (Q13951 whole entry, looked up): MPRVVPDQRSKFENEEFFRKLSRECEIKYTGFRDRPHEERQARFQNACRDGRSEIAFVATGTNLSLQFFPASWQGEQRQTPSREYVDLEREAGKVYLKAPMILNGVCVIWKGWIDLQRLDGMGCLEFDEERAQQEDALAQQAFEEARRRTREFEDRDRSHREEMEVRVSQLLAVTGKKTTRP
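Read-out: AlphaScreen. Format: His-CBF-beta with biotinylated RUNX1 (30 nM each) preincubated 20 min, compound 15 min, Ni-chelate plus streptavidin beads 90 min; room temperature throughout.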
HTT cytoprotect: Huntington cell model cytoprotection by ATP luminescence; 230,000 tested, 0.14% active; AID 1471; PC12 HTT-Q103 induced, cytoprotection, ATP luminescence, 40 h; Potency, µM (top dose mostly 56.4 µM), for inactives: cytoprotection (ATP increase), usual class: activators;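 note: potency is the fitted concentration of half-maximal effect; % of control where 0% means no effect; nearly all actives have a fitted effect of over 45% in size; toxic huntingtin expression switched on by the ecdysone agonist tebufenozide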
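Compounds were screened for protection of PC12 cells against cell death after tebufenozide induction (100 nM final) of mutant Huntingtin exon 1 (Q103) fused to GFP.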
IMPase Li inh: IMPase inhibition in cells with lithium potentiation | CHO-M1 cells, IP1 TR-FRET (IP-One), carbachol + lithium | Potency, µM (titrated, usually from 59.4 µM), inactives show at the top dose activity, negative = IMPase inhibition, hits mostly inhibitors | 210,000 tested, 0.35% active;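 note: IP1 builds up when IMPase is blocked and the TR-FRET signal falls; potency is the fitted concentration of half-maximal effect; plate controls were basal vehicle for no effect and high inhibitor control for full effect; nearly all actives have a fitted effect of over 50% in size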
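CHO cells stably expressing M1 receptor (2000/well) were cultured 16–30 h, then exposed to compounds with a small lithium addition for 30 min at 37C. IP1 was measured by TR-FRET competition; AC50 from Hill fits.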
* hit, by the source's call; ? = inconclusive; nt = no result given; [ ] = dose if it differs, or a comment. Unless noted, calls come from the whole dose curve; as a rule, active = well fitted curve in the direction sought with a large enough effect; inconclusive = small, poorly fitted or top-dose-only effect, or another doubt; inactive = no such curve, though single readings can be large; an effect the other way counts as inactive or inconclusive.

SMILES | Luc counter | LMNA splice mod | HttQ103 aggreg | SMN2 splice up | CBFb-RUNX1 inh | HTT cytoprotect | IMPase Li inh
CCOCCn1c(=NC(=O)c2cc3ccccc3oc2=O)sc2cc(S(N)(=O)=O)ccc21 | 0% | -10% | -13% | 1% | -4% | 21%[10 µM] | -9%
CCOc1ccc(NC(=O)C23CC4CC(C2)CC(c2ccccc2)(C4)C3)cc1 | -2% | 2% | -26% | -9% | 12% | 10% | 1%[38.3 µM]
CCN1CCN(C(=O)C2CCN(C(=O)c3cc4sccc4n3CC)CC2)CC1 | -1% | -8% | -5% | -3% | 6% | 5% | 40%[activator][38.3 µM]
COCCNc1cc(N)c([N+](=O)[O-])cc1[N+](=O)[O-] | 0% | -12% | -13% | 5% | -3% | nt | 2%
Cc1nc(NC(=O)/C=C/c2ccc(C(C)(C)C)cc2)sc1C(=O)N(C)C | 9% | 4% | -1% | 0% | 10% | 7%[10 µM] | 3%
CC1CCN(CC(=O)c2cccs2)CC1 | 0% | -8%[46 µM] | 15% | 5% | 2% | -14% | 6%
CCSc1nc2ccccc2n1Cc1nc(N)nc(N(C)C)n1 | 9% | 8% | 23% | 8% | 3% | 4%[0.074 µM] | 4%[38.3 µM]
Cn1ncc([N+](=O)[O-])c1C(=O)Nc1ccc(-c2nc3ccccc3o2)cc1 | -2% | ? | 3% | 4% | -3% | -43%[inhibitor] | 19%
Cc1ccc(C(=O)O)cc1NC(=S)NC(=O)Cc1ccccc1 | 0% | 4% | 7% | 17% | 3% | 6% | -6%[38.3 µM]
Cc1cccc(N2CCN(C(=O)c3ccccc3NC(=O)C3CC=CCC3C(=O)O)CC2)c1 (centres undefined) | 5% | -1% | 2%[9.22 µM] | 5% | -6% | -9% | 13%[38.3 µM]
CCOC(=O)c1cnc(SC2CC(=O)N(c3cccc(OC)c3)C2=O)nc1N (centres undefined) | nt | 8% | -28% | nt | 2% | -2% | nt
CCN(C(=O)COC(=O)c1cccn1C)C1CCS(=O)(=O)C1 (centres undefined) | nt | nt | 1% | nt | -1% | -40%[inhibitor] | 4%
COc1ccc(/C=N/c2nc3ccccc3n2CCN2CCCCC2)cc1OC | 17% | 5% | -9% | 7% | 3% | 17% | 24%[38.3 µM]
Cc1cc(NC(=O)/C=C/c2ccccc2)c(C(C)C)cc1O | 2% | nt | -6% | 15% | 6% | -70%[inhibitor] | -6%
COc1ccc(OC)c(-n2c(SCC(C)=O)nnc2-c2cccc(S(=O)(=O)N(C)C)c2)c1 | 0% | 6% | -1% | -8% | -1% | -15%[10 µM] | -14%[38.3 µM]
O=C1C(C=NCC2CCCO2)=C(O)c2ccccc21 (centres undefined) | -22% | 12% | -2% | 11µM* | 1% | -22%[10 µM] | -3%[38.3 µM]
O=C(Nc1cc(Cl)cc(Cl)c1)C(NCCO)c1ccccc1 (centres undefined) | -1% | 5% | -5% | -13% | 0% | -4% | -16%[38.3 µM]
COc1cccc(NC(=O)CSc2ccccn2)c1 | 12% | 7% | 23%[9.22 µM] | ? | 0% | -10% | 3%[38.3 µM]
CC1(C)CC(=O)C(C=Nc2cccnc2/N=C/C2=C(O)CC(C)(C)CC2=O)=C(O)C1 | -2% | nt | 0% | -4% | 4% | -21% | 5%
Cc1ccc(S(=O)(=O)N2CCOCC2)cc1NC(=O)CSc1nc2ccccc2c(=O)n1Cc1ccccc1 | 3% | ? | -13% | 4% | -15% | nt | -3%
CCCCCC(=O)c1ccc(O)cc1O | 2% | -2%[46 µM] | 0.14µM* | 6% | 3% | -11% | -9%
CCN(CC)C(=O)c1sc2nc(Cc3ccccc3)[nH]c(=O)c2c1C | 3% | -12%[46 µM] | 4%[9.22 µM] | 19% | 6% | -13% | -3%
Cn1c(CC(=O)Nc2ccccc2)nnc1SCCOc1ccccc1 | -2% | 5% | 15% | 0% | 2% | -2%[0.074 µM] | 0%[38.3 µM]
COc1ccccc1NCCC(=O)OCC(=O)NC1CC1 | -2% | -9% | -6% | 2% | 6% | -29%[1.9 µM] | -3%
CCOc1ccc(-n2c(SCC)nc3c(c2=O)SCC3)cc1 | 1% | -3% | -8% | 20% | 2% | 13% | 0%[38.3 µM]
C/C(Cl)=C\Cn1c(N2CCCCCC2)nc2c1c(=O)n(C)c(=O)n2C | -1% | 8% | -9% | ? | -2% | -4%[10 µM] | 5%[38.3 µM]
O=C(N/C(=C/c1cccc([N+](=O)[O-])c1)C(=O)N1CCCCC1)c1cccs1 | -1% | -12% | 3% | 2%[1.84 µM] | 1% | 12%[10 µM] | 7%
O=C(COC(=O)c1cccs1)Nc1ccccc1[N+](=O)[O-] | -2% | 14%[46 µM] | 2% | 12% | -9% | 1% | 2%
CCN(C(=O)COC(=O)c1cc(-c2ccc3cc(OC)ccc3c2)nc2ccccc12)C1CCS(=O)(=O)C1 (centres undefined) | -16% | 0% | -3% | ? | -2% | -90%[inhibitor][10 µM] | -19%
COc1cc(NC(=O)COC(=O)c2n[nH]c3ccccc23)c(C)cc1[N+](=O)[O-] | 0% | ? | 1% | -13% | 4% | -49%[inhibitor] | 6%
CN(C/C=C/C#CC(C)(C)C)Cc1cccc2ccccc12 | 1%[39.9 µM] | ? | -27% | nt | ? | -8% | 13%
c1ccc(-c2cc(-c3nn4c(-c5ccco5)nnc4s3)c3ccccc3n2)cc1 | 1% | 19% | -28% | -46%[inhibitor] | 3% | -26%[10 µM] | 29%[38.3 µM]
Oc1c(C(c2ccccc2)N2CCN(Cc3ccccc3)CC2)sc2ncnn12 (centres undefined) | -1% | 1% | 8% | -22% | -5% | 4% | -2%[38.3 µM]
O=C1c2ccncc2C(=O)N1C1CCCCC1 | -3% | -4% | -11% | -6% | 6% | ? | 1%[38.3 µM]
CC(c1nnc(SCC(=O)NC(=O)NCc2ccco2)n1-c1ccc(Cl)cc1)N(C)C (centres undefined) | -4% | 8% | 9% | 13% | -13% | 22%[10 µM] | -6%[38.3 µM]
Cc1ccc(-c2nnn(CC(=O)N(c3cnc4ccccc4c3)C(C(=O)NC3CCCC3)c3ccncc3)n2)o1 (centres undefined) | 4% | ? | 7% | 9% | -1% | 4% | 4%
O=c1c(-c2ccc(F)cc2)nc2cnc(Nc3ccccc3)nc2n1C[C@H]1CCCO1 | nt | 23% | nt | nt | nt | 19% | 3%
O=C(c1oc(=O)c2ccccc2c1-c1ccccc1)N1CCOCC1 | -2% | -4%[0.0737 µM] | -2% | -5% | 0% | -12% | -25%[38.3 µM]
Cc1ccccc1-c1nnc2c3ccccc3c(C)nn12 | 3% | -14% | -1% | 2% | 9% | 24%[10 µM] | 12%
COc1ccc(CC(=O)Nc2cccc(C(=O)Nc3cccc(C)c3)c2)cc1 | -3% | ? | -11%[9.22 µM] | nt | 21% | 4%[10 µM] | 10%

2 of these compounds, reformatted.
canonical_smiles	Luc counter	LMNA splice mod	HttQ103 aggreg	SMN2 splice up	CBFb-RUNX1 inh	HTT cytoprotect	IMPase Li inh
Cc1ccccc1-c1nnc2c3ccccc3c(C)nn12	3%	-14%	-1%	2%	9%	24%[10 µM]	12%
COc1ccc(CC(=O)Nc2cccc(C(=O)Nc3cccc(C)c3)c2)cc1	-3%	?	-11%[9.22 µM]	nt	21%	4%[10 µM]	10%

Next part:
SMILES | Luc counter | LMNA splice mod | HttQ103 aggreg | SMN2 splice up | CBFb-RUNX1 inh | HTT cytoprotect | IMPase Li inh
CCCCSc1nc(C)c(CC(=O)O)c(=O)[nH]1 | 8% | 2% | 14% | 4% | 1% | 2%[10 µM] | 1%[38.3 µM]
Cc1ccc(S(=O)(=O)N/N=C\c2cn(-c3ccccc3)nc2-c2ccccc2)cc1 | 1% | ? | -11% | 3% | 0% | -30% | 7%[38.3 µM]
c1nc2sc3c(c2c2nnnn12)CCC3 | 0% | ? | ? | -1% | 2% | 15% | 19%[38.3 µM]
Cc1ccc(C(=O)CSc2nnc(-c3c[nH]c4ccccc34)o2)cc1 | 2% | -5% | -11% | -16% | 11% | 26%[10 µM] | 21%[38.3 µM]
C=CCNC(=S)NNC(=O)c1ccc2c(c1)OCO2 | -2% | 13% | 1% | 0% | 13% | -14% | -2%[38.3 µM]
O=S(=O)(NCc1ccccc1Cl)c1cccs1 | -3% | nt | 17% | -10% | 3% | -2% | -8%
COc1cc(C(c2sc3nc(C)nn3c2O)N2CC(C)CC(C)C2)cc(OC)c1OC (centres undefined) | 0% | -4% | 14% | -13% | 2% | -12% | 11%
Cc1ccnc(-n2c(C)cc(C=O)c2C)c1 | -1% | ? | 20%[9.22 µM] | nt | -5% | 35%[10 µM] | 5%
CCCC1(C(=O)OC)C=C2C(=C(C(C)C)C(=O)C2C)CN1 (centres undefined) | -2% | nt | nt | -13% | 24% | 7% | -6%
NC1=NC(=O)C(Cc2cccc(Cl)c2)S1 (centres undefined) | 1% | -8% | 13% | ? | -7% | -20%[10 µM] | 0%
CCOc1cc(C)c(C(C)C)cc1S(=O)(=O)n1ccc(C)n1 | -1% | -3% | -10% | 16% | 8% | 3% | 19%[38.3 µM]
CCOC(=O)c1nnn(-c2nonc2N)c1CN(CC)CC | -1% | 7% | -7% | 47% | 1% | -2% | 19%[38.3 µM]
O=C(Nc1ccc(N2CCN(C(=O)c3ccco3)CC2)cc1)c1ccc(F)cc1 | 14% | -14% | -18% | -29% | -10% | -26% | -7%[38.3 µM]
O=c1c(-c2cccs2)nc2cnc(N3CCNCC3)nc2n1CCc1ccccc1 | nt | ? | nt | nt | nt | 0% | 18%
COc1ccc(C(c2nnnn2C(C)(C)C)N2CCN(c3nc4ccccc4s3)CC2)cc1OC (centres undefined) | -3% | ? | -14% | -24% | -2% | 3%[10 µM] | -4%[38.3 µM]
N#Cc1ccccc1OC[C@H](O)CNCCNC(=O)Nc1ccccc1 | -1% | nt | nt | nt | 4%[21.7 µM] | 32µM* | 4%
CC(C)Cn1c(N)c(C(=O)NCc2cccs2)c2nc3ccccc3nc21 | 3% | ? | ? | -8% | ? | -17%[0.074 µM] | -9%[38.3 µM]

Entries of single compounds, quoted from the list:
`Oc1c(C(c2ccccc2)N2CCN(Cc3ccccc3)CC2)sc2ncnn12` (centres undefined) in the list: Luc counter = -1%; LMNA splice mod = 1%; HttQ103 aggreg = 8%; SMN2 splice up = -22%; CBFb-RUNX1 inh = -5%; HTT cytoprotect = 4%; IMPase Li inh = -2%[38.3 µM]
`COc1ccc(C(c2nnnn2C(C)(C)C)N2CCN(c3nc4ccccc4s3)CC2)cc1OC` (centres undefined) in the list: Luc counter = -3%; LMNA splice mod = ?; HttQ103 aggreg = -14%; SMN2 splice up = -24%; CBFb-RUNX1 inh = -2%; HTT cytoprotect = 3%[10 µM]; IMPase Li inh = -4%[38.3 µM]
